Screening data: PubChem, several laboratories
Yp Topo-I inh: blocks Yersinia pestis topoisomerase I activity; Y. pestis Topo-I cleavage product accumulation, plate reader; activity, % at 10 µM; hit rate 0.064% among 360,000; AID 504884; in the data active = activity above about 50%, passing the limit was not always enough; note: inactives centre near 2
TcdB GH inh: inhibitors of Clostridioides difficile toxin B glycohydrolase | TcdB glycohydrolase enzymatic assay, plate reader | P18177 | inhibition, % at 9.99 µM | hit rate 0.24% among 350,000; in the data active = inhibition above about 10%
Mtb BioA inh: inhibitors of Mycobacterium tuberculosis BioA enzyme | purified M. tuberculosis BioA enzyme, plate reader | hit rate 0.096% among 360,000 | inhibition, % at 9.99 µM; in the data active = inhibition above about 40%
UGM FP inh: inhibitors of M. tuberculosis UDP-galactopyranose mutase; inhibition, % at 10 µM; P9WIQ1; purified UGM, fluorescence polarization probe displacement; hit rate 0.06% among 320,000; in the data active = inhibition above about 10%, passing the limit was not always enough
Target sequence (P9WIQ1 whole entry, looked up): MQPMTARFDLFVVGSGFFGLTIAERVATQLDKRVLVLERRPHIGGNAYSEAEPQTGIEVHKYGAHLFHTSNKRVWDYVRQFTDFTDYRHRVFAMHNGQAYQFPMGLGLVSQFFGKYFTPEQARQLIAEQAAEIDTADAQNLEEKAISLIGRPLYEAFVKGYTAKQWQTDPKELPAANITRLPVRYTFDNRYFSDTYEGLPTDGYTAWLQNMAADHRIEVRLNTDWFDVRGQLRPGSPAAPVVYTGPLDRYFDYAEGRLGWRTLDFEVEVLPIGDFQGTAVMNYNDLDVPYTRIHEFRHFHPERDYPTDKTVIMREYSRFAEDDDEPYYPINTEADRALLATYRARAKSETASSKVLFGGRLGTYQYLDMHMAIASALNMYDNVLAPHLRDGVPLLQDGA
GDH-TPI inh: counter-screen for M. tuberculosis FBA inhibitors: GDH-TPI coupled enzymes; GDH-TPI coupled enzyme counterscreen, NADH absorbance; hit rate 1.2% among 360,000; inhibition, % at 4.8 µM; AID 588335; in the data active = inhibition above about 30%;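 note: 0% = DMSO wells and 100% = wells lacking the enzyme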
Vc quorum ag: inducers of Vibrio cholerae quorum light production without autoinducers; hit rate 0.16% among 350,000; activation, % at 18.7 µM; V. cholerae BH1578 lux reporter, luminescence, 6 h; in the data active = activation mostly above about 9.7%, no sharp cut-off; note: not every result past the cut was called active; inactives centre near 0; reference of the scale not given here
PfHsp40 yeast: compounds rescuing yeast from Plasmodium falciparum HSP40 toxicity. S. cerevisiae expressing PfHsp40, growth rescue, ATP luminescence. hit rate 0.68% among 340,000. growth rescue, % at 12.5 µM; in the data active = growth rescue above about 28%, passing the limit was not always enough;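 note: yeast W303a lacking pdr1 and pdr3 grown in galactose medium; growth measured after three days at 30 °C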
Mtb FBA inh: inhibits M. tuberculosis FBA enzyme. AID 588726. purified M. tuberculosis FBA, fluorescence read-out. inhibition, % at 1 µM. P9WQA3. hit rate 2.3% among 360,000; in the data active = inhibition above about 27%;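 note: 0% = vehicle and 100% = reference inhibitor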
Target sequence (P9WQA3 whole entry, looked up): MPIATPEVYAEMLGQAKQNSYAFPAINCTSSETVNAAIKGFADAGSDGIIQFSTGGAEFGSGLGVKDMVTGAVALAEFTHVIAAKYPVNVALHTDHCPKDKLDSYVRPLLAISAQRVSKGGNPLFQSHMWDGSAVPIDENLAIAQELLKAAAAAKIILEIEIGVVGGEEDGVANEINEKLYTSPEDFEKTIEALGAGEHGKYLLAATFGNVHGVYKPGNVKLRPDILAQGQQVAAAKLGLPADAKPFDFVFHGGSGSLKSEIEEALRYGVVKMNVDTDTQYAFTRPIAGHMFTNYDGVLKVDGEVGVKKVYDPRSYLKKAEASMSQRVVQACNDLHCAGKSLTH
FadD28 FP inh: inhibitors of Mycobacterium tuberculosis FadD28 bisubstrate binding. inhibition, % at 12.5 µM. FadD28 bisubstrate probe binding, fluorescence polarization. AID 588549. hit rate 0.22% among 360,000; in the data active = inhibition above about 8.5%, passing the limit was not always enough
* marks the source's active call; other numbers are inactive results; i = inactive; / = no result given; + = active, no number; & = joins results of further samples.

item | smiles | Yp Topo-I inh | TcdB GH inh | Mtb BioA inh | UGM FP inh | GDH-TPI inh
1 | O=C(CSc1n[nH]c(=O)n1Cc1ccco1)Nc1ccccc1Cl | 0 | -1.9 | / | -0.4 | 3
2 | CCOP(=O)(OCC)C(NC(=O)Nc1cccc(Cl)c1)C(N)=O (stereo not drawn) | -6 | -0.1 | -0.6 | 2.6 | -2
3 | O=C(Nc1ccc(F)cc1F)c1ccc2nc(N3CCOCC3)sc2c1 | 0 | 0.1 | -0.3 | 3.5 | -2
4 | Cc1cccc(NC(=O)C2CCCN2C(=O)Oc2ccccc2)c1 (stereo not drawn) | 1 | / | 0.1 | 1.1 | 5
5 | Cc1cc(C)c(NC(=O)CCc2c(C)noc2C)c(C)c1 | -4 | 0.6 | -2.6 | -0.3 | 5
6 | COc1cc(/C=N/NC(=O)c2ccc(CSc3nc4ccccc4[nH]3)cc2)cc(OC)c1OC | -5 | / | -2.6 | 0.4 | 23
7 | Cc1ccc(COCC(CC(C)C)N2CCN(C(=O)c3cccc(C(F)(F)F)c3)CCC2=O)cc1 (stereo not drawn) | 28 | 2.2 | 3.4 | 0.8 | -11
8 | CCCOc1ccc(OCCn2nc(C(=O)O)c3ccccc3c2=O)cc1 | 26 | 0.1 | / | 4.5 | 2
9 | Cc1ccc(N2C(=O)CCC2(C#N)c2ccccc2)cc1 (stereo not drawn) | -6 | 2.0 | / | -1.0 | -4
10 | Cc1cccn2c(=O)c(/C=C(\C#N)C(N)=O)c(N3CCN(Cc4ccc5c(c4)OCO5)CC3)nc12 | -2 | -0.3 | -2.4 | -0.4 | 16
11 | CCN(CC)C(=O)CSc1ncnc2c1cnn2Cc1ccccc1 | 3 | / | 2.3 | -1.9 | -5
12 | Cc1ccc(C2=NN(S(C)(=O)=O)C(c3ccc4c(c3)OCO4)C2)cc1 (stereo not drawn) | 1 | 3.8 | / | 2.9 | 11
13 | CC1CCN(CC(=O)c2cccc(C(F)(F)F)c2)CC1 | -2 | 0.4 | -1.6 | -1.6 | -3
14 | O=C(c1cc(F)ccc1F)C1CCCN(C(=O)c2ccc3nccnc3c2)C1 (stereo not drawn) | 5 | 0.8 | 1.2 | -2.7 | 2
15 | Cc1nc(-c2ccccc2)cc(-c2ccccc2)n1 | 0 | 0.1 | -2.3 | -1.0 | 12

item | Vc quorum ag | PfHsp40 yeast | Mtb FBA inh | FadD28 FP inh
1 | -0.7 | -1.0 | 3 | -2.1
2 | -0.3 | -1.1 | -2 | -0.7
3 | -0.1 | -1.4 | -1 | -0.9
4 | -4.8 | -1.4 | -1 | -1.8
5 | i | -0.7 | 3 | -0.9
6 | 0.3 | 0.0 | -2 | -2.1
7 | 0.9 | 11 | 1 | -0.1
8 | -0.9 | 1.4 | -1 | 0.9
9 | -0.8 | 0.3 | -1 | -4.8
10 | 2.0 | -0.6 | 33* | -5.9
11 | -0.5 | 1.2 | 1 | -1.4
12 | 1.9 | -0.2 | 11 | 0.7
13 | i | -0.7 | -3 | -3.6
14 | 0.6 | 0.9 | 5 | -0.4
15 | -0.7 | 0.5 | 1 | -1.4

Part of the list above in a different format:
(2) CCOP(=O)(OCC)C(NC(=O)Nc1cccc(Cl)c1)C(N)=O (stereo not drawn)
(10) Cc1cccn2c(=O)c(/C=C(\C#N)C(N)=O)c(N3CCN(Cc4ccc5c(c4)OCO5)CC3)nc12

screen / no.	2	10
Yp Topo-I inh	-6	-2
TcdB GH inh	-0.1	-0.3
Mtb BioA inh	-0.6	-2.4
UGM FP inh	2.6	-0.4
GDH-TPI inh	-2	16
Vc quorum ag	-0.3	2.0
PfHsp40 yeast	-1.1	-0.6
Mtb FBA inh	-2	33*
FadD28 FP inh	-0.7	-5.9

(listing goes on)
item | smiles | Yp Topo-I inh | TcdB GH inh | Mtb BioA inh | UGM FP inh | GDH-TPI inh
16 | Cc1noc(C)c1C(=O)Nc1ccc(-n2ccc(C(F)(F)F)n2)cc1 | -5 | / | -2.0 | -0.5 | -11
17 | Cc1ccc(/C=C2/CNC/C(=C/c3ccc(C)cc3)C2=O)cc1 | 11 | 0.5 | / | / | 14
18 | C[C@@]12C(=O)Nc3cc(Cl)ccc3C(=O)N1[C@H]1c3cc(Br)ccc3OC[C@@H]1[C@@H]2c1ccccc1 | -2 | -0.5 | -1.2 | 1.5 | 6
19 | Cc1ccc(C(=O)NNC(=O)c2cc(C)nc3ccccc23)cc1 | 2 | 0.0 | -1.5 | 3.7 | 0
20 | COc1ccc(-c2csc(NC(=O)CSCC(=O)Nc3cc(C)on3)n2)cc1OC | -1 | 0.3 | -0.6 | 2.5 | 11
21 | CCC(=O)Nc1ccc(N2CCN(CC)CC2)c(Cl)c1 | -1 | / | -0.7 | 2.8 | -14
22 | CCOC(=O)c1nc(C)nc(Sc2n[nH]c(-c3ccccc3)n2)c1C | -6 | 0.4 | 0.7 | 2.3 | 0
23 | CCOc1ccc(Nc2ccc(S(=O)(=O)N3CCOCC3)cc2[N+](=O)[O-])cc1 | 32 | 0.3 | 3.2 | / | 2
24 | COc1ccc(C(=O)COC(=O)c2cc(=O)[nH]c3ccccc23)c(OC)c1 | 19 | 2.1 | 0.0 | 1.1 | -1
25 | CC(=O)Oc1ccc(Cl)cc1CN(C(C)=O)C1CCCCC1 | -10 | -0.4 | 0.5 | / | 7
26 | Cc1cc(=O)[nH]c(N2CCN(Cc3ccccc3)CC2)n1 | -2 | / | / | 2.6 | -7
27 | CCN(C(=O)CSc1n[nH]c(N)n1)c1cccc2ccccc12 | 3 | -1.3 | -1.6 | 2.0 | -5
28 | CCn1c(Cc2ccccc2)nnc1SCC(=O)Nc1ccc(S(N)(=O)=O)cc1 | 10 | / | 1.3 | -3.4 | -4
29 | Cc1nc2c(-c3ccc(F)cc3)c(C)nn2c(N2CCOCC2)c1C | -9 | / | -4.8 | -2.4 | 1
30 | CC(=O)Nc1ccc(C(=O)OCC(=O)c2ccc(F)cc2)cc1 | -2 | -0.4 | / | 4.9 | -1

item | Vc quorum ag | PfHsp40 yeast | Mtb FBA inh | FadD28 FP inh
16 | i | -0.2 | 2 | -4.1
17 | / | -0.2 | -2 | -5.8
18 | 0.6 | 0.3 | -1 | -3.0
19 | -1.4 | -0.3 | 2 | -1.5
20 | -0.9 | -2.0 | 5 | -1.4
21 | -0.1 | -0.7 | 4 | -0.5
22 | i | -0.7 | -1 | -2.0
23 | -1.2 | / | -4 | 0.1
24 | -0.3 | 0.3 | 1 | -1.1
25 | i | 3.7 | 0 | -2.6
26 | -0.4 | 1.3 | 2 | -1.3
27 | 1.2 | -1.0 | -2 | -2.7
28 | -1.0 | 2.3 | 1 | -1.5
29 | -0.3 | -0.1 | 5 | 1.3
30 | -0.2 | -0.3 | 1 | -0.8

Next section:
item | smiles | Yp Topo-I inh | TcdB GH inh | Mtb BioA inh | UGM FP inh | GDH-TPI inh
31 | O=C(CSc1ccccc1)Nc1nccs1 | -3 | 1.4 | / | 2.6 | 2
32 | CC(C)CN(C(=O)C1=COCCO1)c1c(N)n(Cc2ccccc2)c(=O)[nH]c1=O | -7 | -0.5 | -2.2 | / | 0
33 | CCC(CC)N1CCN(CCc2ccccc2)C(CCO)C1 (stereo not drawn) | 4 | -0.7 | -0.2 | -1.2 | -4
34 | CCOc1ccc(NS(=O)(=O)c2ccc(C(=O)NCc3ccccn3)cc2)cc1 | 11 | 0.8 | 1.0 | 0.4 | 15
35 | CCOc1cc(NC(=S)NC)c(OCC)cc1NC(=O)c1ccco1 | -9 | / | / | -1.0 | 8
36 | COc1cc(/C=N/NC(=O)c2ccncc2)cc(OC)c1OC | 8 | -0.3 | -2.3 | -0.5 | 9
37 | COC(=O)[C@@]1(Cc2ccccc2)C=C[C@@H](C)N1C(C)=O | 3 | 1.3 | -1.3 | -1.1 | -7
38 | COc1ccc(C)c(Cn2c(-c3nonc3N)nc3ccccc32)c1 | 18 | / | 1.5 | 0.3 | 14
39 | N[C@@H](CO)c1nnc([C@H](Cc2ccc(O)cc2)NC(=O)C2CCNCC2)o1 | 0 | -2.3 | 0.1 | 2.2 | 6
40 | C=CCn1c(C)c(C(C)=O)c(SC)nc1=S | 0 | / | 13 | -1.2 | 13
41 | Cc1ccc(C(=O)c2cc([N+](=O)[O-])ccc2N2CCN(C)CC2)cc1 | 2 | / | 2.4 | -0.1 | 25
42 | C[C@H]1CN([C@@H](C)CO)C(=O)Cc2cc(NC(=O)CCC(F)(F)F)ccc2O[C@H]1CN(C)C(=O)Nc1ccc(F)cc1 | -12 | 0.8&1.3 | -2.9&-5.7 | -1.8 | 8
43 | O/N=C1\CCSc2ccc(F)cc21 | -1 | 0.7 | / | -1.4 | 22
44 | O=C(OCCNC(=O)c1ccc2ccccc2n1)c1ccc(F)cc1 | 0 | / | 2.2 | -1.5 | 1
45 | C=C(C)CCC1(C)NC(=O)N(c2ccccc2)N1 (stereo not drawn) | -2 | -0.2 | 1.2 | 1.9 | 0

item | Vc quorum ag | PfHsp40 yeast | Mtb FBA inh | FadD28 FP inh
31 | -0.2 | -1.7 | 0 | -1.1
32 | -0.4 | / | -3 | -3.2
33 | 2.0 | -0.3 | 1 | 0.4
34 | -1.8 | -0.3 | -2 | -4.5
35 | -0.2 | -0.8 | 4 | 2.4
36 | 0.0 | -0.2 | 1 | -4.4
37 | -0.1 | -1.7 | 1 | -3.4
38 | i | 1.2 | 3 | -2.8
39 | -0.5 | -1.4 | -2 | -3.6
40 | -0.4 | 1.0 | -1 | 1.3
41 | i | 0.3 | -4 | -2.1
42 | -1.3 | -0.6 | 0 | -2.5
43 | -0.4 | -1.4 | 6 | -1.7
44 | -0.2 | 4.0 | -3 | -1.8
45 | -0.3 | 0.0 | -2 | -2.5

Next part
item | smiles | Yp Topo-I inh | TcdB GH inh | Mtb BioA inh | UGM FP inh | GDH-TPI inh
46 | Cc1occc1C(=O)N/N=C/c1ccc(-c2ccccc2)cc1 | 14 | -1.1 | -2.2 | -0.9 | 18
47 | O=C1NCN(c2ccccc2)C12CCN(c1nnnn1-c1ccccc1)CC2 | 20 | / | -1.2 | 3.1 | 6
48 | Cc1cc(=O)oc2c(CN3CCCC3)c(O)ccc12 | 8 | 0.4 | -0.8 | -1.3 | 19
49 | Cc1ccccc1CS(=O)(=O)c1cnc2ccccc2n1 | 11 | / | 0.5 | -0.9 | 7
50 | CC1CCN(C(=O)N2c3ccccc3Sc3ccccc32)CC1 | 41 | / | -0.9 | -0.2 | 3
51 | Cc1ccc([C@@H]2CC=C(C(=O)O)[C@H](c3ccc(C(C)(C)C)cc3)N2S(=O)(=O)c2ccc(C)cc2)cc1 | 35 | -3.2 | 4.5 | / | 3
52 | CCOC(=O)c1c(C)[nH]c(C(=O)N2CCN(C(=O)OCC)CC2)c1C | -13 | -0.4 | 5.7 | -3.3 | -2
53 | O=C(O)c1ccc(-c2sc(Nc3ccccc3)n[n+]2-c2ccccc2)cc1 | 13 | 1.8 | 1.8 | -1.6 | 8
54 | COc1ccc(-c2cc(C(=O)N3CCCCCC3)no2)cc1OC | 8 | -0.1 | -0.1 | -2.9 | 2
55 | Cc1nc2ccc(C(=O)O)cc2c2c1CC(CN)O2 (stereo not drawn) | 2 | 0.4 | -2.3 | -2.6 | 8
56 | COc1ccc(OCC(=O)NNC(=O)c2ccccc2OCc2c(C)noc2C)cc1 | 20 | 1.0 | / | -0.4 | 4

item | Vc quorum ag | PfHsp40 yeast | Mtb FBA inh | FadD28 FP inh
46 | -0.2 | -0.7 | 1 | 1.1
47 | i | -0.3 | 0 | -0.3
48 | i | -1.2 | + | -4.2
49 | i | 1.3 | -4 | -0.8
50 | i | 0.9 | -2 | -5.2
51 | -0.6 | -0.5 | 5 | -11
52 | -0.3 | -0.8 | -8 | -4.0
53 | i | 0.5 | 5 | -1.2
54 | -0.6 | -1.7 | 2 | -1.9
55 | -0.7 | -1.8 | 2 | -0.7
56 | 0.7 | 1.3 | 24 | -1.2

Molecules from the list above with a nitro group on carbon (two):
item | smiles | Yp Topo-I inh | TcdB GH inh | Mtb BioA inh | UGM FP inh | GDH-TPI inh
23 | CCOc1ccc(Nc2ccc(S(=O)(=O)N3CCOCC3)cc2[N+](=O)[O-])cc1 | 32 | 0.3 | 3.2 | / | 2
41 | Cc1ccc(C(=O)c2cc([N+](=O)[O-])ccc2N2CCN(C)CC2)cc1 | 2 | / | 2.4 | -0.1 | 25

item | Vc quorum ag | PfHsp40 yeast | Mtb FBA inh | FadD28 FP inh
23 | -1.2 | / | -4 | 0.1
41 | i | 0.3 | -4 | -2.1
